From PubChem BioAssay
FBPA Giardia inh: Giardia lamblia aldolase inhibition; purified Giardia FBPA; Potency, µM (titrated, usually from 59.6 µM), for the others: at the top dose activity, negative = inhibition, actives largely listed as inhibitors; actives 0.71% (n = 290,000); AID 2451; further: potency means the concentration at half of the fitted maximal effect; nearly all actives have a fitted effect of over 55% in size
Target sequence (A8B2U2 whole entry, looked up): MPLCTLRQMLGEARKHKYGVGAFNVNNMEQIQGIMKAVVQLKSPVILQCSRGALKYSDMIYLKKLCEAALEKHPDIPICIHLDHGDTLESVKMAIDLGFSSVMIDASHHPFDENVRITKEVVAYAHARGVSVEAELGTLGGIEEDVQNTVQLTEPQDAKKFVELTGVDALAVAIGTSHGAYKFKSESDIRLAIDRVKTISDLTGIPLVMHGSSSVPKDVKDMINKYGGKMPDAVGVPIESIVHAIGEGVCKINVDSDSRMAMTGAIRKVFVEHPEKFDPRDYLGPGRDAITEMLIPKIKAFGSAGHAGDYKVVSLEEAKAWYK
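Giardia FBPA (40 nM reagent) was preincubated 10 min at RT with compound (up to 57.5 uM final), then substrate plus GAPDH/TPI/NAD/arsenate coupling system with diaphorase/resazurin was added; resorufin fluorescence (525/598 nm) was read after 20 min.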
HCV inhibitor: HCV inhibition; actives 3.4% (n = 340,000); Potency, µM (highest dose often 41.8 µM), for inactives: at the top dose activity change, negative = inhibition, most hits filed as inhibitors; Huh7.5.1 HCVcc-Cre infection, luciferase reporter, 44 h; further: potency means the concentration at half of the fitted maximal effect
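Reporter virus HCVcc-Cre (~0.5 moi) infects cells exposed to compound; seeding density 1,000 cells/well with 4 h settling beforehand. Luminescence, 15 sec read, taken 44 h post-infection following a 15 min RT substrate incubation.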
Sm TGR inh: S. mansoni TGR enzyme inhibition | purified TGR, DTNB reduction, TNB absorbance 405 nm | actives 3% (n = 360,000) | Q962Y6 | Potency, µM (highest dose often 114 µM), inactives show top-dose activity change, negative = inhibition, most hits filed as inhibitors; further: potency means the concentration at half of the fitted maximal effect; nearly all actives have a fitted effect of over 60% in size
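First, TGR (20 nM dispensed) and NADPH were mixed with compound. Second, a 15 min room-temperature incubation followed. Third, further NADPH and then DTNB were added to start the reaction. Finally, TNB absorbance was monitored kinetically.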
AmpC detergent: blocks E. coli AmpC beta-lactamase in detergent assay; P00811; AmpC hydrolysis of nitrocefin, absorbance 480 nm, 0.01% Triton; actives 0.041% (n = 370,000); Potency, µM (titrated, usually from 114 µM), inactives show top-dose activity change, negative = inhibition, actives largely listed as inhibitors;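 further: potency means the concentration at half of the fitted maximal effect; 0% = no-compound wells and -100% = no-enzyme wells; nearly all actives have a fitted effect of over 25% in size; some results filed as inactive show a strong effect at the top dose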
Target sequence (P00811 whole entry, looked up): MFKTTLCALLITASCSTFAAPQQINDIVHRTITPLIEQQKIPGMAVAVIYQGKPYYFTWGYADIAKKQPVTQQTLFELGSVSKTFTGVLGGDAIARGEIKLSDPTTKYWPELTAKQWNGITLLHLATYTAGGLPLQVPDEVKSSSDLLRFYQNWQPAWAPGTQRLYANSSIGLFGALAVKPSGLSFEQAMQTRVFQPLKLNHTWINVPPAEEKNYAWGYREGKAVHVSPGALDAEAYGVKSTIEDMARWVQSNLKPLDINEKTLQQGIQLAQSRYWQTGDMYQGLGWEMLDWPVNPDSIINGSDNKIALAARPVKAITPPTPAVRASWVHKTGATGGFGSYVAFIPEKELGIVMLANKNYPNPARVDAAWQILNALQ
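20 mM phosphate pH 7.0 + 0.01% (detergent screen) or 0.0001% Triton X-100; 5.3 nM AmpC reagent; cpd preinc 15 min RT; nitrocefin (800 uM stock) to start; A480 q20 s × 4 min; Activity was normalised to no-enzyme and no-compound control wells.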
AMA1-RON2 inh: AMA1-RON2 (P. falciparum) interaction inhibition | AlphaScreen AMA1-biotinylated RON2 peptide binding | Potency, µM (series often up to 58.2 µM), without a hit: at the highest dose activity change, negative = inhibition, usual class: inhibitors | actives 0.2% (n = 360,000);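 further: potency means the concentration at half of the fitted maximal effect; 0% = vehicle wells and -100% = peptide control; nearly all actives have a fitted effect of over 45% in size; some results filed as inactive show a strong effect at the top dose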
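AMA1 (3D7) with his tag at 25 nM final met compounds first, then biotinylated RON2 peptide at 25 nM; detection used donor plus acceptor beads, 10 µg/mL apiece, read by AlphaScreen after 30 min at room temperature.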
HCMV antiviral: blocks human cytomegalovirus replication; HFF cells, HCMV-luciferase reporter, 72 h; stronger effect = lower value; activity change, negative = inhibition, % at 57.5 µM; actives 4.5% (n = 410,000); in the data active means activity change below about -60%; inconclusive means no clear call, values can overlap the other calls; inactive means above about -39%
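HFF cells seeded 16 h at 37C, treated with compounds, infected with luciferase-reporter HCMV at MOI 1 PFU/cell; luciferase read at 72 h post infection, normalized to buffer-only and Salinomycin controls.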
An asterisk follows results filed as active; ? = inconclusive; . = not tested or not shown; + = active, no number; [ ] = another dose, or the depositor's remark. Unless noted, the call rests on the fitted dose curve; in most records, active means well fitted curve in the direction sought with a large enough effect; inconclusive means small, poorly fitted or top-dose-only effect, or another doubt; inactive means no such curve, though single readings can be large; an effect the other way counts as inactive or inconclusive. Unless noted, on the % scale 0 is the no-effect control and ±100 the full control effect. Not a hit list. About 9.3% of those tested had a hit in this group.

Second line of a record: FBPA Giardia inh	HCV inhibitor	Sm TGR inh	AmpC detergent	AMA1-RON2 inh	HCMV antiviral
Cc1cccc(N2CCN(C(=O)CCS(=O)(=O)c3ccc4c(c3)NC(=O)C(C)S4)CC2)c1C (centres undefined)
→ .	?	-7%	-3%	17%	0
COc1ccc(NC(=O)c2nn(C)c(C(=O)Nc3ccc(OC)cc3)c2[N+](=O)[O-])cc1
→ 10%	-2%	7%	?	3%	74
Cc1ccc(C(=O)Nc2nc(-c3nnn(-c4cccc(C(F)(F)F)c4)c3C)ns2)cc1
→ .	.	6%	0%	.	8
COc1ccc(NC(=O)CS(=O)CC(=O)NCC2OCCc3ccccc32)cc1 (centres undefined)
→ 0%	4%	1%	1%	-1%	-4
O=C(OCc1nc2ccccc2[n+]([O-])c1C(=O)c1ccccc1)c1cccs1
→ -2%	16%	-12%	?	-7%	-23
COc1ccc(S(=O)(=O)N2CC(C)N(C(=O)N(C)C)C2C(C)C)cc1 (centres undefined)
→ 0%	2%	0%	-11%	-3%	?
CCOC(=O)c1oc2c(CN3CCN(C)CC3)c(O)c(CC)cc2c(=O)c1-c1nc2ccccc2s1
→ .	-8%	.	.	13%	-10
Cn1cc(CN2CCN(CC(C)(C)C)C(CCO)C2)c2ccccc21 (centres undefined)
→ -2%	4%	-25%	0%	-6%	-30
COc1ccc(OC)c(N=c2oc3cc(O)ccc3cc2C(N)=O)c1
→ 19%	?	5%	8%	2%	9
Cn1nnnc1SCC(=O)Nc1cccc(S(=O)(=O)N2CCCCC2)c1
→ .	9%	.	.	-3%[11.6 µM]	-105*
COc1cc(C(c2c(NC(=O)c3ccco3)sc(C)c2C)N2CCOCC2)cc(OC)c1OC (centres undefined)
→ .	6%	-36%	-3%	?	-22
Cc1cc(C)cc(NC(=O)Cn2c(-c3ccccc3Cl)nc3ccccc32)c1
→ -4%	-2%	4%	-24%	18%	-39
CC(C)=CCOc1ccc2ccc(=O)oc2c1
→ 5%	-3%	-7%	-2%	-2%	-17
O=C(CC1CCCC1)NCCS(=O)(=O)N1CCN(c2ccc(F)cc2)CC1
→ .	-6%	1%	-13%	6%	-32
O=C(NCC1CCS(=O)(=O)C1)NCC1CCS(=O)(=O)C1 (centres undefined)
→ 3%	5%	3%	-16%	1%	12
COC(=O)c1sccc1-n1cc(C#N)c(=O)n(C)c1=O
→ -4%	19%	4%	1%	15%	-8
CC(=O)c1sc(NC(=O)c2ccc(Cn3cc(Br)cn3)o2)nc1C
→ ?	8%	50µM*	?	-13%	17
CCCS(=O)(=O)N1CCCC(C(=O)NC2CCCCC2)C1 (centres undefined)
→ 9%	11%	4%	3%	3%	-17
Cc1cccc(Nc2nnc(SCC(=O)Nc3ncc(C(F)(F)F)cc3Cl)s2)c1C
→ -6%	1%	-2%	-13%	36%[activator]	-17
O=C(Nc1ccccn1)c1ccc2ccccc2c1O
→ ?	-4%	2%	-5%	88%[activator]	59
Cc1ccc(C(=O)NC(=S)N2CCN(C(=O)OC(C)(C)C)CC2)cc1Br
→ 5%	7%	2%	0%	97%[activator]	5
C[C@@H]1CN([C@@H](C)CO)C(=O)c2cc(NS(C)(=O)=O)ccc2O[C@H]1CN(C)Cc1ccc(Oc2ccccc2)cc1
→ .	-13%	.	.	35%	-39
[O-]/C(=C(\C(=S)NCc1ccc2c(c1)OCO2)[n+]1ccccc1)c1ccc(Cl)s1
→ ?	0%	-35%	-3%	31%[activator]	0
COC(=O)c1ccc(NC(=O)CSC2=NCCN2)cc1
→ -13%	?	-7%	-3%	2%	?
Oc1cccc(CN2CCOCC2)c1O
→ .	-8%	.	.	?	-1
COc1ccccc1N1CCN(C(=O)Cn2c(=O)nc(-c3ccccc3)c3ccccc32)CC1
→ .	.	-9%	8%	.	-8
CN(C)C(=O)CN1C(=O)c2cccc3cccc1c23
→ 3%	2%	7%	3%	3%	-3
CCCn1ncc(CN2CCC(Cc3cccc(F)c3)(C(=O)OCC)CC2)c1C
→ 1%	-12%	15%	1%	-9%	-28
Cc1ccc(/C=N/Nc2ccc(C(=O)O)cc2)s1
→ 0%	5%	1%	1%	-5%	-73*
O=C(Cc1nnc(NC(=O)c2ccccc2)s1)N/N=C/c1ccco1
→ 0%	22%	0%	1%	11%	76

As a short view, part of the list above:
Second line of a record: FBPA Giardia inh	HCV inhibitor	Sm TGR inh	AmpC detergent	AMA1-RON2 inh	HCMV antiviral
COC(=O)c1sccc1-n1cc(C#N)c(=O)n(C)c1=O
→ -4%	19%	4%	1%	15%	-8
CC(=O)c1sc(NC(=O)c2ccc(Cn3cc(Br)cn3)o2)nc1C
→ ?	8%	50µM*	?	-13%	17
CCCS(=O)(=O)N1CCCC(C(=O)NC2CCCCC2)C1 (centres undefined)
→ 9%	11%	4%	3%	3%	-17
Cc1cccc(Nc2nnc(SCC(=O)Nc3ncc(C(F)(F)F)cc3Cl)s2)c1C
→ -6%	1%	-2%	-13%	36%[activator]	-17
O=C(Nc1ccccn1)c1ccc2ccccc2c1O
→ ?	-4%	2%	-5%	88%[activator]	59
Cc1ccc(C(=O)NC(=S)N2CCN(C(=O)OC(C)(C)C)CC2)cc1Br
→ 5%	7%	2%	0%	97%[activator]	5
C[C@@H]1CN([C@@H](C)CO)C(=O)c2cc(NS(C)(=O)=O)ccc2O[C@H]1CN(C)Cc1ccc(Oc2ccccc2)cc1
→ .	-13%	.	.	35%	-39
[O-]/C(=C(\C(=S)NCc1ccc2c(c1)OCO2)[n+]1ccccc1)c1ccc(Cl)s1
→ ?	0%	-35%	-3%	31%[activator]	0
COC(=O)c1ccc(NC(=O)CSC2=NCCN2)cc1
→ -13%	?	-7%	-3%	2%	?
Oc1cccc(CN2CCOCC2)c1O
→ .	-8%	.	.	?	-1
COc1ccccc1N1CCN(C(=O)Cn2c(=O)nc(-c3ccccc3)c3ccccc32)CC1
→ .	.	-9%	8%	.	-8
CN(C)C(=O)CN1C(=O)c2cccc3cccc1c23
→ 3%	2%	7%	3%	3%	-3

More records.
Second line of a record: FBPA Giardia inh	HCV inhibitor	Sm TGR inh	AmpC detergent	AMA1-RON2 inh	HCMV antiviral
O=C1CCN(Cc2ccccc2)C=C1c1ccc(Cl)cc1
→ .	7%	.	.	-2%	26
Brc1cccc(CNCCc2ccc3c(c2)OCO3)c1
→ -15%	7%	-6%	-10%	?	-5
Cc1ccc(OCC(=O)NC(=S)Nc2cccc(NC(=O)c3ccc(Cl)cc3Cl)c2)cc1
→ 1%	-25%	-1%	-7%	1%	-73*
COc1ccc(CCNC(=O)C2CC=CCC2C(=O)O)cc1 (centres undefined)
→ 6%	14%	-1%	-10%	-1%	26
Cc1ccc(OCCNC(=O)/C=C/c2ccccc2)cc1C
→ 7%	-5%	1%	1%	2%	-22
C[N+]1(CCOS(=O)C23CC4CC(CC(C4)C2)C3)CCOCC1 (centres undefined)
→ -1%	-2%	10%[11.4 µM]	-10%	-3%	15
CCCNC(=O)c1ccccc1NC(=O)Nc1ccccc1C
→ 1%	8%	8%	2%	-5%	0
COc1ccc(-n2cccc2/C=C2/NC(=O)N(c3cccc(Cl)c3)C2=O)cc1
→ 4%	19%	-4%	?	-3%	41
O=[N+]([O-])c1cccc(-c2cc3ccccc3[nH]2)c1
→ 1%	?	17%	-1%	-11%	32
CC(=O)Nc1ccc(C)c(NC(=S)Nc2ccc(F)cc2)c1
→ 5%	-5%	?	-9%	2%	38
CCN(CC)CCOC(=O)c1ccc(NC(=O)c2cc3cc(OC)ccc3oc2=O)cc1
→ .	.	10%	0%	.	10
Cc1c(CCNC(=O)C(C)(C)C)sc2nc(-c3ccc(F)cc3)nn12
→ .	.	7%	-2%	.	-91*
COc1cc(/C=N\NC(=O)c2ccccc2F)ccc1Oc1ccc([N+](=O)[O-])cn1
→ -9%	?	-3%	2%	9%	?
CC(C)(C)C(=O)Nc1ccc(C(=O)N/N=C/c2ccccc2OC(=O)c2ccc(Cl)cc2Cl)cc1
→ 1%	10µM*	11%	-1%	1%	?
O=C(N/N=C/c1cc(Br)c(Br)o1)c1cc2ccccc2o1
→ -1%	-26%	-27%	?	12%	+
COc1ccccc1C(=O)NC(C)C(c1cccs1)N1CCN(C)CC1 (centres undefined)
→ 0%	-4%	-5%	0%	-3%	31
O=C(NOC(=O)c1cc(Br)ccc1Cl)c1cccs1
→ .	25%	-3%	1%	27%	2
COc1cccc(OC)c1C(=O)OCC(=O)N(C)c1ccccc1
→ 6%	13%	-2%	?	10%	-14
COc1ccc(NC(=O)CN2CCN(CC(=O)Nc3ccccc3Cl)CC2)c(OC)c1
→ 2%	-30%	-23%	3%	0%	-28
CC(=O)N1CCN(CC(=O)Nc2ccc(C#N)c(Cl)c2)CC1
→ 6%	14%	4%	-5%	-15%	77
C=CCN(CC=C)C(=O)c1cc(Cl)ccc1[N+](=O)[O-]
→ 2%	12%	3%	6%	22%	9
S=C(NCc1ccco1)N1CCOCC1
→ 0%	7%	-8%	-1%	-17%	-11
O=C(Nc1nccs1)c1ccc[nH]c1=O
→ -5%	12%	-2%	?	8%	3
CC(C)(C)C1CCC(C(=O)OCC(=O)Nc2ccc3[nH]c(=O)[nH]c3c2)CC1 (centres undefined)
→ -13%	19%	.	-2%	-13%	-72*
O=C(CN(C(=O)c1csnn1)c1cccc(F)c1)NCc1ccc(F)cc1
→ 4%	7%	-9%	-4%	-1%	15
N#CCC(=O)NCCCOC(=O)Nc1ccc(Cl)c(Cl)c1
→ 2%	-17%	1%	?	-2%	?
CCNc1nc(N2CCCCC2)nc(-n2nnc(C(=O)OCC)c2C)n1
→ 4%	?	-10%	-5%	3%	-18
O=S(=O)(Nc1ccc(Br)cc1)c1cccc(NC(=S)NCCN2CCOCC2)c1
→ -7%	?	-12%	3%	-2%	-27
O=c1cc(-c2ccsc2)oc2ccc(-c3ccc4cc[nH]c4c3)cc12
→ .	?	.	.	-8%	31
CCN(CC)c1ccc(NC(=O)CCc2c(C)nc3ncnn3c2C)c(C)c1
→ .	.	-19%	2%	.	-3
O=c1[nH]c(=S)[nH]c(O)c1N=Nc1ccc(S(=O)(=O)N2CCOCC2)cc1
→ -10%	-13%	-18%	3%	23%	-39
COc1ccc(CNC(=O)C[C@H]2C[C@H](C(=O)N(C(C)C)C(C)C)[C@@]3(C)c4[nH]c5ccc(Cl)cc5c4CCN3C2=O)cc1OC
→ .	13µM*	.	.	-15%	-15
O=C(Nc1ccn(Cc2ccc(Cl)cc2)n1)c1ccccc1
→ -1%	-2%	5%	-9%	-11%	27
C=C(C)CSC1=C(C#N)C(c2ccccc2Cl)CC(=O)N1 (centres undefined)
→ -11%	-17%	4%	-8%	-20%	-24
COC(=O)c1oc2ccccc2c1NC(=O)c1ccccc1O
→ -4%	?	.	1%	-30%	-19
CCOC(=O)c1[nH]c(C)c(C(=O)OC)c1C
→ 0%	6%	18%	-1%	-3%	59
COCC(=O)Nc1ccc(F)cc1
→ 2%	2%	12%	1%	23%	23
